CSN deneddyl inh = CSN deneddylation inhibition; inhibition, % at 12.5 µM; AID 651999; actives 0.38% (n = 360,000); Purified CSN, SCF-Nedd8-OG deneddylation, fluorescence polarization;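 active means pattern-corrected inhibition above about 35%, with an unprinted fluorescence ratio check between 0.5 and 1.5, limit read from the data, passing the limit was not always enough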;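 further: 0% = enzyme with substrate and 100% = substrate without enzyme; some results filed as inactive read as strong as hits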
Target sequence (Q92905 whole entry, looked up, one chain of several): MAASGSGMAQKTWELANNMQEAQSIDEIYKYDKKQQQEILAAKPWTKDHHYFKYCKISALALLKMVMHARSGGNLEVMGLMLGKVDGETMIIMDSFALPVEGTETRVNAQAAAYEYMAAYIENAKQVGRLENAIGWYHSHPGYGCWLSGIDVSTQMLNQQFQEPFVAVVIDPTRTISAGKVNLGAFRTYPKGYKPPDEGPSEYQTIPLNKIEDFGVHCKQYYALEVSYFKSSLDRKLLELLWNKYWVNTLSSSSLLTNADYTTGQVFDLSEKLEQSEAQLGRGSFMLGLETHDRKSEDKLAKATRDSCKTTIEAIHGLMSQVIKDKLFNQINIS
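assay system = purified human Csn5 enzyme expressed in HEK293T cells | amount = 0.24 nM enzyme | buffer or medium = Tris/NaCl/DTT buffer, pH 7.5 | reagent = 10 nM SCFSkp2-Nedd8OG | compound = one concentration, 12.5 µM, 0.25% DMSO | times = 90 min reaction at room temperature | signal = FP | read-out basis = % inhibition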
Neddyl block = inhibitors of human cullin neddylation | P61081+Q13564 | TR-FRET cullin neddylation, biochemical | calls only at 25 µM | actives 0.58% (n = 360,000); in the data active means inhibition above about 36%
FAS-TE inh = inhibitors of human fatty acid synthase thioesterase domain. actives 0.67% (n = 360,000). inhibition, % at 15 µM. recombinant FAS-TE, OMFH fluorogenic substrate, fluorescence endpoint;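 active means compounds whose normalised, plate-corrected inhibition of enzyme fluorescence in the single-dose primary screen is 50% or more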;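 further: 0% = DMSO with enzyme and 100% = substrate without enzyme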
Rpn11 inh = blocks the human proteasome subunit Rpn11; O00487; human 26S proteasome, Ub4-pepOG fluorescence polarization; 20S core pre-blocked with epoxomicin; calls only at 20 µM; actives 0.59% (n = 360,000);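 active means inhibition at 20 µM, scaled to each plate's controls, above about 33%, limit read from the data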
Target sequence (O00487 whole entry, looked up): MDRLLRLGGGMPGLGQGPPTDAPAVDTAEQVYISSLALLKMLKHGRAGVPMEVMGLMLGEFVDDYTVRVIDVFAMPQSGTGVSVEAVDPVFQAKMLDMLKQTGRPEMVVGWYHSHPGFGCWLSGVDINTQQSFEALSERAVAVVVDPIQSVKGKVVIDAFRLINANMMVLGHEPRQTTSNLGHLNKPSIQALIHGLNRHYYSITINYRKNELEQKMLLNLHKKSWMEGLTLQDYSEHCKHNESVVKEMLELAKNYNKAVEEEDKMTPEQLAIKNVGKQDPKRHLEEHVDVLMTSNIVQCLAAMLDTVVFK
Rin1-Abl PPI inh = human Rin1-Abl interaction inhibition; P00519+Q13671; actives 0.4% (n = 360,000); inhibition, % at 7.35 µM; AID 588664; TR-FRET Rin1/Abl binding, biochemical; in the data active means inhibition above about 5%, passing the limit was not always enough
SKN-1 block = inhibitors of C. elegans SKN-1. inhibition, % at 21.8 µM. AID 624304. C. elegans VP596 Pgst-4::GFP/RFP ratio, acrylamide-induced, 24 h. actives 0.49% (n = 360,000);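 active means interference check ratio from 0.5 to 1.5 plus GFP to RFP signal ratio inhibition reaching or exceeding a fixed threshold, cut at about 30% in these data, passing the limit was not always enough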; further: some compounds called inactive have numbers as strong as hits
PABP1 MLLE inh = inhibitors of microRNA-mediated deadenylation, human PABP1 MLLE binding; actives 0.36% (n = 360,000); GST-MLLE / FITC-PAM2 fluorescence polarization; P11940; inhibition, % at 20 µM; AID 588489; in the data active means inhibition above about 35%, passing the limit was not always enough;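 further: plate controls were DMSO wells with GST-MLLE for no effect and wells lacking GST-MLLE protein for full effect; some results filed as inactive read as strong as hits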
MT1-MMP act inh = inhibitors of human MT1-MMP activation | GFP/RFP ratio change, % at 20 µM | actives 0.061% (n = 360,000) | HT1080 RFP-PRO-GFP cells, GFP/RFP ratio fluorescence, overnight; percent of plate control window, DMSO zero;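 active means GFP/RFP ratio change of at least 30% with cell ATP level not reduced by more than half and red fluorescence within 50% of control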; further: strong numbers were not always called active
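Assay system: HT1080 RFP-PRO-GFP cells. Benchmarks: DMSO vehicle wells and RFP-L50D-GFP reporter cell wells. Times: overnight cell settling, then overnight compound exposure, 37 °C, 5% CO2. Compound: 20 µM single dose, 1% DMSO. Read-out basis: GFP/RFP fluorescence ratio.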
NadD inh = inhibitors of Staphylococcus aureus NadD; purified NadD enzyme, colorimetric absorbance read-out; inhibition, % at 20 µM; actives 0.78% (n = 360,000); in the data active means inhibition above about 26%; further: some compounds past the cut are filed as inactive
* marks the source's active call; other numbers are inactive results; i = inactive; · = not tested or not shown.

SMILES	CSN deneddyl inh	Neddyl block	FAS-TE inh	Rpn11 inh	Rin1-Abl PPI inh	SKN-1 block	PABP1 MLLE inh	MT1-MMP act inh	NadD inh
Cc1cccc(NS(=O)(=O)c2cc(C(=O)N3CCCC3)ccc2Cl)c1	6	i	-7	i	1	-5	5	-1	5
O=c1[nH]c(/C=C\c2cccc(O)c2)nc(O)c1[N+](=O)[O-]	5	i	-5	i	-2	11	11	-1	-4
N#CC1=C(S)N=C(N)C(c2nc(-c3ccccc3)cs2)C12CCCCC2 (centres undefined)	7	i	-129	i	-4	12	-24	-5	52*
CCCCn1c(N)c(N(CC(C)C)C(=O)c2cc(Cl)nc3ccccc23)c(=O)[nH]c1=O	-3	i	-3	i	-4	7	-21	-10	0
CCCCNc1ccc(S(=O)(=O)c2cccc([N+](=O)[O-])c2)cc1[N+](=O)[O-]	-3	i	-9	i	2	-4	12	0	2
O=C1CC(c2ccccc2)CC(O)=C1C=NCCN1CCN(C(=S)Nc2cccc(Cl)c2)CC1 (centres undefined)	5	i	8	i	0	12	-123	0	3
O=C(CSc1nnc(NC2CC2)s1)NN1C(=O)NC2(CCCCC2)C1=O	1	i	-11	i	0	5	2	1	0
Cc1ccc(-c2cc(C(=O)O)n[nH]2)s1	-5	i	-1	i	-5	8	1	-2	-4
COc1ccccc1-n1c(-c2ccco2)n[nH]c1=S	-2	i	-6	i	-1	-3	3	3	-4
COc1ccc(/C=C/C(=O)NCc2nc3ccccc3[nH]2)cc1OC	0	i	-8	i	-1	8	-19	3	-2
CN(C)c1ccc(/C=N/NC(=O)c2ccccc2Cl)cc1	4	i	-6	i	-1	-5	-10	-4	2
CCOC(=O)C1=C(C(F)(F)F)Nc2ncnn2C1c1cc(OC)c(OC)cc1OC (centres undefined)	6	i	-9	i	-2	-11	-4	1	-4
Cc1cc(=O)n2c3ccccc3n(CC(O)CN3CCOCC3)c2c1C#N (centres undefined)	4	i	-3	i	3	2	-4	4	-2
NS(=O)(=O)c1ccc(CNC(=O)c2cc(-c3ccccn3)nc3ccc(Cl)cc23)cc1	2	i	-7	i	-76	14	2	-3	21
Cc1ccc(S(=O)(=O)N2CCCC(c3nc4c(nnn4Cc4ccc5c(c4)OCCO5)c(=O)[nH]3)C2)cc1 (centres undefined)	-1	i	36	i	-1	9	2	-6	37*
CC(C)(C)NS(=O)(=O)c1ccc2nc(NC(=O)c3ccc(N4C(=O)CCC4=O)cc3)sc2c1	1	i	-16	i	-125	3	-10	-1	-1
COc1ccc(C(=O)NC(C)CCCC(C)(C)O)cc1OC1CCN(C(C)=O)CC1 (centres undefined)	-1	i	-5	i	0	0	-13	-4	6
Fc1ccccc1Sc1ccccc1CNC1=NCCN1	-1	i	-16	i	-1	0	-95	-4	17
N#CC1(C#N)[C@@H](C(=O)C23CC4CC(CC(C4)C2)C3)C12CCOCC2	3	i	-1	i	0	15	6	-3	-2
Cc1cccc(NC(=O)CCN2C(=O)c3ccccc3S2(=O)=O)c1C	0	i	-2	i	-1	18	9	-3	-10
Cc1ccc(-n2c(=O)c3c4c(sc3n3c(C)nnc23)COC(C(C)C)C4)cc1 (centres undefined)	-1	i	0	i	1	-13	3	5	6
O=C(Nc1ccc(F)c(Cl)c1)c1ccc2c(=O)n3c(nc2c1)CCCCC3	-1	i	16	i	1	4	-11	3	9
O=C(N/N=C/c1cccnc1)/C(=C\c1cccs1)NC(=O)c1ccccc1	-6	i	-11	i	-3	0	-2	2	-3
CCCOc1ccccc1C1CC(=O)Nc2cc3c(cc21)OCO3 (centres undefined)	1	i	12	i	-1	-6	4	-4	3
Cc1nnc(SCC(=O)Nc2ccc(OC(F)F)c(Cl)c2)n(N)c1=O	-2	i	-4	i	2	16	1	1	7
CCOC(=O)N1CCC(n2c(=S)[nH]c3ccccc3c2=O)CC1	1	i	-4	i	2	-13	-53	3	-4
Cc1ccc(-c2cn(CCN)c(-c3ccc(Cl)nc3)n2)cc1	-4	i	-12	i	5	-4	-2	1	-2
CCN(CC)S(=O)(=O)c1ccc(-c2cc(C(=O)OC)sc2C(F)(F)F)cc1	5	i	34	i	2	1	9	5	0
CCOC(=O)/C(C#N)=N/Nc1c(S(=O)(=O)Cc2ccco2)csc1C(=O)OC	-2	i	-4	i	-3	-10	-2	1	-8
O=C(NCC1CCCO1)C(c1ccccn1)N(Cc1ccccc1Cl)C(=O)CN1C(=O)c2ccccc2S1(=O)=O (centres undefined)	-5	i	0	i	0	3	5	-1	8
COC(=O)C1(C(=O)OC)NOC2C(=O)N(c3ccc(Cl)cc3Cl)C(=O)C21 (centres undefined)	-1	i	-11	i	-2	-10	0	4	-3
COc1ccc(NC(=O)Cc2c(O)c3ccccc3[nH]c2=O)cc1	1	i	-6	i	-1	6	6	6	-2
COc1ccc(/C=C(\NC(=O)c2ccccc2)C(=O)NC2CCS(=O)(=O)C2)cc1 (centres undefined)	5	i	-6	i	-5	-3	-9	-2	-1
Cc1cccnc1NC(=O)c1ccc([N+](=O)[O-])o1	5	i	-10	i	-2	4	2	15	4
COc1ccc(Cn2nnnc2C(c2cc3cc(C)cc(C)c3[nH]c2=O)N2CCOCC2)cc1 (centres undefined)	1	i	-4	i	-3	5	14	-1	7
COc1cc(N=Cc2c(O)c3ccccc3oc2=O)c(OC)cc1Cl	87	i	-59	·	1	4	-97	-12	-5
Cc1cccc(C)c1-n1nnnc1C1c2ccccc2C(=O)N1CCCn1ccnc1 (centres undefined)	0	i	-8	·	·	6	·	7	-3
C=C(C)c1cccc(C(C)(C)NC(=O)N2CC(C)OC(C)C2)c1 (centres undefined)	4	i	-11	i	2	-9	-4	6	2
O=C(c1[nH]c(C(F)(F)F)nc1-c1ccccc1)N1CCN(c2ncccc2C(F)(F)F)CC1	0	i	-6	i	4	4	19	0	-5
O=C(Nc1cnc2ccccc2c1)c1ccncc1	2	i	0	i	-5	8	-6	2	4
CCN(CC)S(=O)(=O)c1ccc(OC)c(NC(=O)c2cc3c(=O)n4ccccc4nc3s2)c1	-15	·	-10	i	-5	12	-1	4	-1
COC(=O)c1cc(S(=O)(=O)NCc2ccccc2)cn1C	-2	i	-6	i	0	10	1	1	1
Cc1ccc(C(=O)NCCC(=O)Nc2ccccc2C)cc1	3	i	3	i	0	12	0	-2	-3
CC1CCCCC1NC(=O)c1ccc(NC2=NC3CS(=O)(=O)CC3S2)cc1 (centres undefined)	-3	i	-4	i	2	15	-86	0	-4
COc1ccc(CCNC(=S)Nc2ccccc2C)cc1	-3	i	-9	i	3	7	-8	-1	-2

An excerpt from above in order of formula weight, ascending:
SMILES	CSN deneddyl inh	Neddyl block	FAS-TE inh	Rpn11 inh	Rin1-Abl PPI inh	SKN-1 block	PABP1 MLLE inh	MT1-MMP act inh	NadD inh
O=C(Nc1cnc2ccccc2c1)c1ccncc1	2	i	0	i	-5	8	-6	2	4
COc1ccc(NC(=O)Cc2c(O)c3ccccc3[nH]c2=O)cc1	1	i	-6	i	-1	6	6	6	-2
CC1CCCCC1NC(=O)c1ccc(NC2=NC3CS(=O)(=O)CC3S2)cc1 (centres undefined)	-3	i	-4	i	2	15	-86	0	-4
Cc1cccc(C)c1-n1nnnc1C1c2ccccc2C(=O)N1CCCn1ccnc1 (centres undefined)	0	i	-8	·	·	6	·	7	-3
COc1ccc(/C=C(\NC(=O)c2ccccc2)C(=O)NC2CCS(=O)(=O)C2)cc1 (centres undefined)	5	i	-6	i	-5	-3	-9	-2	-1
COc1ccc(Cn2nnnc2C(c2cc3cc(C)cc(C)c3[nH]c2=O)N2CCOCC2)cc1 (centres undefined)	1	i	-4	i	-3	5	14	-1	7
O=C(c1[nH]c(C(F)(F)F)nc1-c1ccccc1)N1CCN(c2ncccc2C(F)(F)F)CC1	0	i	-6	i	4	4	19	0	-5

Following part
SMILES	CSN deneddyl inh	Neddyl block	FAS-TE inh	Rpn11 inh	Rin1-Abl PPI inh	SKN-1 block	PABP1 MLLE inh	MT1-MMP act inh	NadD inh
CC=Cc1cc2c(c(=O)o1)C(=O)C(O)C(C)O2 (centres undefined)	-3	i	-6	i	0	10	-1	-6	0
COc1ccc(-c2oc3ccc(N4CCOCC4)cc3c2C#CCO)cc1	0	·	12	i	3	15	6	23	-3
Cc1nn(CC(=O)N2c3ccccc3NC(=O)C2(C)C)c(C)c1[N+](=O)[O-]	-6	i	0	i	-2	-2	-7	-5	7
CCCCCCCNC(=O)C1(CC2CC(c3cccc(Br)c3)=NO2)CCNCC1 (centres undefined)	2	i	14	i	1	8	-4	-12	-1
COc1ccc(NC(=O)Cn2c(=O)oc3cc(S(=O)(=O)N4CCCC4)ccc32)cc1	-4	i	-4	i	0	-2	-2	0	-1
COc1ccc(S(=O)(=O)N2CN3CCN(C3)C2)cc1	1	i	-6	i	-3	21	6	7	-2
O=C(NCCN1CCOCC1)c1ccc2c(c1)ncn2C1CCCCC1	-5	i	-9	i	3	8	-3	-2	-2
C[C@]12c3[nH]c4ccc(Cl)cc4c3CCN1C(=O)[C@@H](CC(=O)NCCN1CCOCC1)C[C@@H]2C(=O)N1CCCCC1	6	i	-7	i	-1	14	-2	-1	1
C/C=C/C=C/C(=O)OC(C)C(=O)Nc1cc([N+](=O)[O-])ccc1OC (centres undefined)	1	i	73*	i	4	-14	11	0	-8
O=C(NCc1ccco1)C(NS(=O)(=O)c1cccc2nsnc12)c1ccccc1 (centres undefined)	1	i	-10	i	2	-16	-3	1	-4
Cc1ccc(/C=C/C(=O)N2CCc3ccccc3C2)cc1	2	i	12	i	0	11	6	3	-3
CCCC(=O)NC(c1ccc(OC)c(OC)c1)c1cc(Cl)c2cccnc2c1O (centres undefined)	-6	i	-11	i	2	-6	7	0	8
Cc1ccc(-c2nc3ccc(Cl)cn3c2Cc2cccc(Cl)c2)cc1	6	i	16	i	6	1	-7	-5	14
O=C(NCCCNC(=O)c1ccco1)c1cccc(F)c1	1	i	-3	i	-1	1	11	2	-4
COc1c(C(=O)Nc2nccs2)ccc2ccccc12	-3	i	7	i	1	55*	-2	1	-1
O=c1[nH]c(=O)n(C2CCCO2)cc1F (centres undefined)	-3	i	5	i	-3	3	28	0	0
O=C(Nc1ccc(S(=O)(=O)Nc2cnc3ccccc3n2)cc1)c1ccc(F)cc1	0	i	-1	i	2	2	0	6	-4
Cc1cc(C)c2c(N)c(C(=O)NN3CC(=O)N(c4cccc(Cl)c4)CC3=O)sc2n1	0	i	4	i	-5	13	-8	1	4
Cc1c([N+](=O)[O-])cnc(Sc2ccccc2)c1[N+](=O)[O-]	96	i	60*	i	-2	18	17	-6	-2
CCN1CCN(c2ccc(NC(=O)c3ccccc3F)cc2Cl)CC1	-4	i	-3	i	-4	13	-3	0	-13
CCCNC(=O)c1nn2c(C(F)(F)F)cc(-c3ccccc3)nc2c1Br	0	i	8	i	0	-1	-1	1	-2
O=C(NC1CCSc2ccccc21)c1cccc(Cl)c1 (centres undefined)	0	i	8	i	-1	-9	-4	0	-1
CN(C)c1cccc(NC(=O)c2cccc3c(-c4ccc(F)c(F)c4)coc23)c1	3	i	22	i	2	14	0	1	3
O=C1C(c2ccc(F)cc2)N(Cc2ccc3c(c2)OCO3)C(=O)CN1C1CCCCCC1 (centres undefined)	-3	i	15	i	0	18	0	·	-5

From PubChem BioAssay
